FN deposit inh = fibronectin deposition inhibition | actives 0.086% (n = 350,000) | inhibition, % at 12.6 µM | AH1F fibroblasts, Alexa488-fibronectin deposition fluorescence, overnight;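 active = mean inhibition across replicates of 30% or more, regardless of how many single replicates reach that level; inconclusive = mean under 30% yet at least half of replicates reach 30%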;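 also: positive control wells lacked labelled fibronectin entirely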
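Material – AH1F fibroblast monolayer, labelled fibronectin deposition · Reagent – labelled fibronectin 24 nM · Timing – 1 h adhesion, overnight exposure · Measured by – fluorescence at 485 nm excitation, 525 nm emission · Read-out – inhibition of fibronectin deposition signal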
Statin myotox sup = suppression of simvastatin myotoxicity; C2C12 myotubes + simvastatin, ATP luminescence, 48 h; scaled: DMSO 0, geranylgeraniol control 100; rescue of ATP level, % at 7.49 µM; actives 0.78% (n = 330,000); AID 602340;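 active = mean ATP rescue above about 67%, or every replicate alone reaching that limit, limit read from the data, passing the limit was not always enough; inconclusive = no clear call, values can overlap the other calls; inactive = mean under the limit and some replicate under it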;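 also: myotubes were challenged with 10 µM simvastatin during compound exposure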
esBAF inh = SWI/SNF esBAF complex inhibition; mouse ES cells, Bmi1-luciferase knock-in reporter, 24 h; 100% = twice the neutral-well signal; reporter increase, % at 12.5 µM; actives 2% (n = 350,000); AID 602393; in the data active = activation above about 40%; inconclusive = no clear call, values can overlap the other calls;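 also: 0% = median of the plate's neutral control wells and 100% = double that signal; a rise in the Bmi1 reporter signal indicates esBAF inhibition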
S100A4 inh HTS = S100A4-myosin IIA interaction inhibition; S100A4/TAMRA-MyoIIA peptide fluorescence polarization; inhibition, % at 10.7 µM; actives 0.14% (n = 360,000);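 active = mean inhibition of at least 70% across replicates, with every replicate also reaching that level; inconclusive = mean inhibition reaches 70% but some replicates fall short; inactive = mean inhibition below 70%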
Target sequence (P26447 whole entry, looked up): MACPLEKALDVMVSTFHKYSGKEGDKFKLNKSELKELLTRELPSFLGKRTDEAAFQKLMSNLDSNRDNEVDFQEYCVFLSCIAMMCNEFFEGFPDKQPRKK
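Test system – S100A4 monomer (human) · Compound – single-point compound testing · Schedule – 5 min incubation before reading · Probe or stimulus – TAMRA-labelled myosin IIA heavy-chain peptide probe, 5 nM · Benchmarks – neutral control DMSO, positive control TFP · Medium – Calcium-containing HEPES buffer, pH 7.2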
SIRT5 inh = blocks human SIRT5 desuccinylation of peptide | actives 1.1% (n = 330,000) | Q9NXA8 | Purified SirT5, succinyl-peptide AMC, trypsin-coupled fluorescence | inhibition, % at 15 µM; in the data active = inhibition above about 15%; inconclusive = no clear call, values can overlap the other calls
Target sequence (Q9NXA8 whole entry, looked up): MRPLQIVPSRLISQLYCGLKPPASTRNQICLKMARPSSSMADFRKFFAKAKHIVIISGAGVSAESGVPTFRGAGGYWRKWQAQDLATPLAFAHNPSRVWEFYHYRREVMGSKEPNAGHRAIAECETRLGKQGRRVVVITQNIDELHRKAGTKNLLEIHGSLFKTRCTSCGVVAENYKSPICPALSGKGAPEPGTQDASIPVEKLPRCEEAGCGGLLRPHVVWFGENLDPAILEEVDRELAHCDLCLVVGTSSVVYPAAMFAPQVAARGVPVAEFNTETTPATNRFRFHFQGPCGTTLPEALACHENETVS
LGR2 inh = Drosophila LGR2 receptor signaling inhibition | HEK293 LGR2, CRE-luciferase, bursicon-stimulated, 4 h | inhibition, % at 9.99 µM | actives 0.35% (n = 380,000) | AID 720647;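 active = drop in luminescence signal, shown as inhibition above about 50% in the replicate tests, limit read from the data, passing the limit was not always enough; inconclusive = probably only some replicates passing the limit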;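 also: agonist challenge used bursicon conditioned medium at about half maximal strength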
Casp6 inh = inhibitors of human caspase-6 | purified caspase-6, Z-VEID-R110 cleavage fluorescence | inhibition, % at 12.5 µM | actives 0.53% (n = 350,000);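 active = mean inhibition across replicates at least about 35%, with every replicate also reaching that limit, limit read from the data; inconclusive = only one of the two criteria met; inactive = neither criterion met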;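 also: 0% = median of neutral control wells and 100% = no fluorescence left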
Target sequence (P55212 24-179 limits assumed): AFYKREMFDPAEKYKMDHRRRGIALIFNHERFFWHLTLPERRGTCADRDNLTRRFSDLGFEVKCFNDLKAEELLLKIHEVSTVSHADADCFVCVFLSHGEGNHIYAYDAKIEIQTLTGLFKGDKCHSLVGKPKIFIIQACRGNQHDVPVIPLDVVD
Target sequence (P55212 194-293 limits assumed): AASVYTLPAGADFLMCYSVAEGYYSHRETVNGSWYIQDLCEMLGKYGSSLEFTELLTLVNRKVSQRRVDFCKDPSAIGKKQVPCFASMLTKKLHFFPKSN
* hit, by the source's call; ? = inconclusive; / = no result given; & = joins results of further samples. An excerpt, so the mix of outcomes need not match the whole.

SMILES	FN deposit inh	Statin myotox sup	esBAF inh	S100A4 inh HTS	SIRT5 inh	LGR2 inh	Casp6 inh
CC(NC(=S)Nc1ccc(F)cc1)c1ccccc1 (stereo not given)	-10.7	15.3	-4.4	-12.9	-3.6	1.3	-1.2
CCOc1nc(Nc2ccc(Cl)cc2)nc(OCC)n1	12.7	4.3	-3.1	-4.6	-3.5	-12.1	-0.6
O=C(CCN1CCCCO1)N1CCCC(Nc2cccc(F)c2)C1 (stereo not given)	-5.1	-0.7	-3.4	-1.5	-5.2	-4.3	1.3
COC(=O)C1=C(C)N(Cc2ccc(C(F)(F)F)cc2)C(=NCc2cc(OC)c(OC)c(OC)c2)NC1c1cccc(Cl)c1 (stereo not given)	0.5	/	/	-0.2	/	15.1	7.8
O=C(C[C@@H]1CC[C@@H](NS(=O)(=O)c2ccccc2)[C@H](CO)O1)NCc1ccccc1F	/	2.3	3.0	-11.5	-1.8	11.0	-0.7
COc1ccc(-c2cc(C(=O)Nc3c(C)n(C)n(-c4ccccc4)c3=O)c3ccccc3n2)cc1OC	5.0	/	/	-2.2	-6.7	11.4	1.5
C[C@@H]1CCCCO[C@@H](CN(C)C(=O)Nc2ccc(F)cc2)[C@@H](C)CN([C@H](C)CO)C(=O)c2cc(NS(=O)(=O)c3ccccc3)ccc2O1	/	/	-6.8	-3.2	-1.4	-0.3	-0.5
c1ccc(NC2=NCCN2CCCC2CCCCC2)cc1	-5.9	-9.3	-9.3	-5.4	-2.5	-11.7	0.8
COc1ccc(C2C3=C(CCCC3=O)Nc3n[nH]c(C)c32)cc1OC (stereo not given)	-7.7	/	/	-2.2	-7.8	12.1	2.7
CC(Oc1ccc(Cl)cc1Cl)c1nc(-c2ccc(NC(=O)c3ccco3)cc2)no1 (stereo not given)	1.7	-8.9	49.9*	2.0	-6.2	-38.6	-2.2
O=C(N[C@@H]1CC[C@@H](CCn2cc(C3CCCCC3)nn2)O[C@H]1CO)c1cccnc1	-6.2	1.6	-4.5	-48.8	0.1	4.1	-1.5
CC1=NCCN1S(=O)(=O)c1cc(Cl)ccc1Cl	-5.0	2.9	-0.1	/	/	/	/
CCCNC(=O)c1c(N)n(-c2cccc(OC)c2)c2nc3ccccc3nc12	0.0	105.9*	-2.6	1.6	-6.5	0.8	4.2
CC1SCC(=O)N(CC(=O)NC2CCCCC2)C1=O (stereo not given)	4.8	/	/	2.3	2.6	9.4	-1.6
CC(C(=O)Nc1nccs1)N1C(=O)c2ccccc2S1(=O)=O (stereo not given)	-8.0	-6.1	-5.1	-0.8	-3.6	-4.9	-3.8
Cc1ccc(S(=O)(=O)N(C)C[C@@H]2OCCCC[C@@H](C)Oc3ccc(NS(=O)(=O)c4c(C)noc4C)cc3C(=O)N([C@H](C)CO)C[C@@H]2C)cc1	-6.3&2.9	-8.5	6.7&-6.1	4.3&-12.5	2.3	-3.8&5.5	-3.1&0.7
CCOC1CS(=O)(=O)CC1OCC (stereo not given)	-1.5	1.9	-0.4	/	/	/	/
COC(=O)c1ccc(C)c(NC(=O)Cn2cnc3ccccc3c2=O)c1	-1.3	21.8	-1.4	/	/	-3.0	/
CN1CCc2nc(SCC(=O)Nc3cccc(F)c3)c(C#N)c(-c3cccs3)c2C1	0.9	?	10.1	/	/	/	/
O=C(COC(=O)CCNS(=O)(=O)c1ccccc1F)Nc1nnc(-c2ccccc2)o1	1.5	-3.2	-2.5	4.1	-6.6	2.6	0.6
Cc1nnc(SCC(=O)N2CCCC(C(=O)c3ccc(Cl)cc3)C2)o1 (stereo not given)	-4.4	/	0.7	1.1	1.2	/	-6.7
CCC(C)NC(=O)C1CCC(=O)N1CCc1ccccc1 (stereo not given)	5.5	3.0	-10.1	-8.9	-4.4	-2.8	0.6
O=C(OCCN=C1NS(=O)(=O)c2ccccc21)c1ccco1	-12.2	2.7	-4.4	-3.2	-4.0	-13.7	0.8
COCC(=O)Nc1ccc2c(c1)[C@@H]1C[C@@H](CC(=O)NCC3CC3)O[C@@H](CO)[C@@H]1O2	3.5	0.0	-1.3	-2.9	-2.2	15.4	1.7
Cc1noc(C)c1NC(=O)Nc1cccc2c1O[C@@H](CN(C)Cc1ccc(C(F)(F)F)cc1)[C@@H](C)CN([C@H](C)CO)C2=O	/	-6.9	-4.8	9.5	-0.2	-4.5	0.9
COCC(=O)N1C[C@@H](C)[C@@H](OC)CN(C)C(=O)c2ccc(NC(=O)c3cnccn3)cc2OC[C@H]1C	3.7&1.7	-9.4	-5.0	4.1&-0.6	-6.9&-0.5	-12.7&8.9	-1.4&13.3
Cc1cccc(N2CCN(C(=O)COc3cc4oc(=O)cc(C)c4cc3Cl)CC2)c1C	-7.9	6.2	3.0	-0.5	-2.4	-7.5	-1.1
Fc1ccc(CN2CCN(C(c3ccccc3)c3ccccc3)CC2)cc1	7.0	-13.7	-8.5	-2.2	-1.8	-3.6	-1.7
CC(C)CC#Cc1ccc2c(c1)O[C@H](CN(C)C(=O)C1CCOCC1)[C@H](C)CN([C@H](C)CO)S2(=O)=O	/	-2.9	-5.3	12.5	3.0	22.1	1.1
CC1CC(C)CN(CC(O)COCc2ccccc2F)C1 (stereo not given)	-3.2	11.1	-7.6	-3.9	-4.2	-3.1	0.3
CCCCOc1cccc(C(=O)Nc2ccc(S(=O)(=O)Nc3cc(C)on3)cc2)c1	7.1	-9.6	3.9	-1.0	-2.0	-0.5	6.1
CCOC(=O)N1CCN(c2ncc(C(F)(F)F)cc2Cl)CC1	/	/	/	-13.1	-4.3	-2.2	0.4
O=C(NNC(=O)C1CCN(S(=O)(=O)c2ccc(Cl)cc2)CC1)c1ccc(S(=O)(=O)N2CCCCC2)cc1	9.4	/	/	6.8	/	-7.4	-2.2
OCC(O)C1OC(c2ccccc2)OC(CO)C1O (stereo not given)	/	1.9	2.3	-3.0	-1.0	0.3	3.7
C[C@H](CO)N1C[C@H](C)[C@H](CN(C)C(=O)Cc2ccccc2)OCCCC[C@H](C)Oc2ccc(NC(=O)Nc3ccccc3)cc2C1=O	-3.4	/	7.3	2.4	8.2	8.2	1.2
Cc1cccc(CS(=O)(=O)Cc2ccc(C(=O)NC3CCCCCC3)o2)c1	-11.1	-11.2	2.0	-3.6	-6.9	1.4	0.4
COC(C[C@@H]1O[C@H]1C(=O)[C@@H](C)OCc1ccccc1)OC	10.3	/	/	-3.2	-2.8	2.1	2.5
O=C(Nc1ccc(F)cc1)N1C[C@H]2[C@@H](c3ccccc31)[C@@H](CO)N2C(=O)c1ccccc1F	/	10.7	-5.8	2.4	2.9	13.6	0.2
CN1CCN(c2nc3c(c(=O)n(C)c(=O)n3C)n2Cc2cccc(Br)c2)CC1	-5.3	4.1	3.6	7.2	4.2	5.5	5.8
CCCn1nc(C(=O)NNC(=O)c2ccc(OC(F)F)cc2)c2ccccc2c1=O	0.0	10.5	2.1	20.9	-0.4	-23.5	3.2
CCCNC(=O)[C@@H]1[C@@H](CO)[C@@H]2Cn3c(cccc3=O)[C@@H]2N1Cc1ccccc1Cl	/	-12.5	0.2	-1.1	0.0	0.5	-1.4
CCNC(=O)C[C@H]1CC[C@@H]2[C@H](COc3ccc(NC(=O)Nc4cccc(Cl)c4)cc3C(=O)N2C)O1	-4.6	-50.0	1.1	-5.0	0.3	18.8	0.8
O=C(CSc1nnnn1Cc1ccccc1)Nc1ccc2c(c1)OCO2	-4.2	7.9	0.7	/	/	/	/
C[C@H]1CN([C@@H](C)CO)C(=O)c2ccccc2-c2ccccc2CO[C@H]1CN(C)C(=O)Nc1ccccc1C(F)(F)F	-1.7	/	0.4	3.4	2.4	-1.4	0.8
C[C@@H]1CN([C@H](C)CO)C(=O)c2c(c3ccccc3n2C)-c2ccccc2CO[C@@H]1CN(C)C(=O)NC1CCCCC1	8.4	18.5	15.9	19.4	-1.6	-9.3	0.3
CC(C)N1CC(C(=O)Nc2ccc(Br)c(Cl)c2)CC1=O (stereo not given)	12.9	-7.0	9.2	/	/	/	/
C[C@H]1CN([C@@H](C)CO)C(=O)c2cc(-c3cccnc3)cnc2O[C@@H]1CN(C)Cc1ccc(Oc2ccccc2)cc1	6.0	-90.6	-7.0	-0.1	5.3	-12.2	-0.3
CCCCn1c(SCC(=O)NCc2cccs2)nc2c1c(=O)n(C)c(=O)n2C	-5.7	10.3	-2.7	/	/	/	/
COc1ccc(C(C)=O)cc1COC(=O)CSC(C)C(=O)Nc1cc(C)on1 (stereo not given)	-4.7	/	/	30.4	1.2	14.7	-5.3
C[C@@H]1CN([C@H](C)CO)C(=O)c2cc(NC(=O)Nc3ccc(F)cc3)ccc2O[C@@H](C)CCCCO[C@@H]1CN(C)S(=O)(=O)c1ccc(Cl)cc1	-4.8	/	4.7	-2.5	2.9	-23.5	-0.2
Cc1cccc(C)c1NC(=S)N(CCCN1CCCCC1)Cc1ccco1	-11.3	-8.2	-10.2	-2.0	0.0	-0.5	-7.3
CCC1(C)Cc2c(sc3nnn(CC(=O)Nc4ccccc4)c(=O)c23)CO1 (stereo not given)	/	-50.2	-3.7	0.3	-1.8	6.5	3.0
O=C(C[C@H]1CC[C@H]2[C@@H](COC[C@H](O)CN2C(=O)c2cnccn2)O1)NCc1ccc(Oc2ccccc2)cc1	-1.9	2.8	0.6	3.3	0.8	14.5	-1.7
NS(=O)(=O)c1ccc(NC(=O)C2CCCN(S(=O)(=O)c3ccc(F)cc3)C2)cc1 (stereo not given)	/	-19.4	3.0	/	/	-4.5	/
COc1ccc(S(=O)(=O)Nc2ccc3c(c2)C(=O)N([C@H](C)CO)C[C@H](C)[C@H](CN(C)Cc2ccc(Cl)c(Cl)c2)O3)cc1	/	/	0.2	-0.8	0.2	10.0	1.0
CC1(Cc2ccc(Cl)cc2)C(=O)Nc2ccc(-c3cccnc3)cc21 (stereo not given)	19.5	115.9*	-15.8	0.7	1.1	19.2	4.1
CC1(C(=O)NS(=O)(=O)c2ccc(Cl)cc2)CCN1C(=O)Cc1ccccc1 (stereo not given)	9.4	-3.1	-0.2	-1.5	-3.4	-3.5	4.4
O=S(=O)(c1ccc2oc3ccccc3c2c1)N1CCOCC1	-5.1	2.2	-3.0	/	/	/	/
O=S(=O)(N[C@H]1CC[C@@H](CCn2cc(-c3cccnc3)nn2)O[C@H]1CO)c1ccc(F)cc1	/	4.8	3.9	-3.4	4.4	12.6	2.5
COCCN(C(=O)COC(=O)c1c(-c2ccccc2)noc1C)c1c(N)n(Cc2ccccc2)c(=O)[nH]c1=O	/	/	/	-1.2	1.3	-3.4	0.5

Screens: PubChem, Broad Institute
